Screening data (PubChem)
CYP2C19 activ – cytochrome P450 2C19 (human) activation; recombinant CYP2C19, luciferin-H EGE luminescence; hits give high values; 0 = fully inhibited enzyme, 1 = untreated enzyme; P33261; activation factor at 5 µM; 96,000 tested, under 10 active;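 active = activation factor of at least 2 at 5 µM in the primary screen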;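 note: 0 = wells with 2.5 mM tranylcypromine and 1 = vehicle-only wells; values of inactives mirror those of a sister screen read the other way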
Target sequence (P33261 whole entry, looked up): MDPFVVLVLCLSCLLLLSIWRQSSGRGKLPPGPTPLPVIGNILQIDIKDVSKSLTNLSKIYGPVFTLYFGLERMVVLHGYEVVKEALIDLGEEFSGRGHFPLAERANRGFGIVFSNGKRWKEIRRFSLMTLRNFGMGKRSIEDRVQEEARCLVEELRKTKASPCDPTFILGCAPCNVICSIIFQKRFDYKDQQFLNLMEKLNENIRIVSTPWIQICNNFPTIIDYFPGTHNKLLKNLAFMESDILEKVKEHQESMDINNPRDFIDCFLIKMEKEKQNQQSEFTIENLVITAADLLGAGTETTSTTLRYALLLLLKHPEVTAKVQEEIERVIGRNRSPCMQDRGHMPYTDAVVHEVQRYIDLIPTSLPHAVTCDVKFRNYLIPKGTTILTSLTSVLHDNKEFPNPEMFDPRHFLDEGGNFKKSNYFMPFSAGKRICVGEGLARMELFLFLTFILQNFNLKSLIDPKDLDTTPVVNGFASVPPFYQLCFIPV
PostGolgi yeast – growth inhibition of a yeast mutant, post-Golgi transport screen | 98,000 tested, 0.9% active | post-Golgi transport phenotypic cell assay | inhibition, % at 10 µM | AID 739; in the data active = inhibition above about 30%;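 note: yeast cells grown in 1536-well plates; yeast grown about 18 h at 30C before absorbance read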
EphB4 antag – blocks human EphB4 binding to ephrin-B2 | EphB4 LBD / TNYL-RAW-Alexa532 peptide, fluorescence polarization | inhibition, % at 7 µM | 97,000 tested, 0.15% active | AID 720;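 active = inhibition above the screen-wide mean inhibition plus 3 SD, cut at about 15% in these data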;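 note: 0% = DMSO wells and 100% = excess unlabeled TNYL-RAW peptide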
CYP2C9 activ – CYP2C9 (human) activation | 96,000 tested, 1.4% active | recombinant CYP2C9, luciferin-H conversion, luminescence; hits give high values; factor 1 = untreated enzyme, 0 = blocked | activation factor at 5 µM;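 active = activation factor of 2 or more for CYP2C9 at a 5 µM dose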;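 note: 0 = sulfaphenazole-blocked wells and 1 = vehicle-only wells; values of inactives mirror those of a sister screen read the other way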
Target sequence (P11712 whole entry, looked up): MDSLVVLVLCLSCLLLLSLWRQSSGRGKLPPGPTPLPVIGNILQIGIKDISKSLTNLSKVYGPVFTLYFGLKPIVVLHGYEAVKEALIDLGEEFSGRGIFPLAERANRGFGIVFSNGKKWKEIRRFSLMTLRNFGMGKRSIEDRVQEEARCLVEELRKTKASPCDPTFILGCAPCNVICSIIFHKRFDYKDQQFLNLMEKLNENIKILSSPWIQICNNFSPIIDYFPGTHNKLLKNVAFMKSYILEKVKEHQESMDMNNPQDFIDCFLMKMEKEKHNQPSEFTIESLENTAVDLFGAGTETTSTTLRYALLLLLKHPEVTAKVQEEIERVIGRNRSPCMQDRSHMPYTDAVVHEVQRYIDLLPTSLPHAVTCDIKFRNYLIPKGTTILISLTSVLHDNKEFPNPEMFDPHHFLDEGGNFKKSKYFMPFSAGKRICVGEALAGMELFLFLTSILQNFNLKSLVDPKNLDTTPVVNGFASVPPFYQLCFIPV
CYP2C9 inhib – blocks human cytochrome P450 2C9; P11712; CYP2C9 Supersomes, luciferin-H conversion, luminescence; inhibition, % at 5 µM; 96,000 tested, 20% active;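 active = blocking of liver enzyme CYP2C9 beyond about 50% at 5 µM, limit read from the data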; note: values of inactives mirror those of a sister screen read the other way
Pyk2 oligo antag – blocks oligomerization of human Pyk2 in cells | 99,000 tested, 0.83% active | Q14289 | AID 1347419 | z-score (the deposit names both 25 µM and 10 µM) | Q293 cells, Pyk2 FERM NanoBiT luminescence; hits give low values;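 active = Z-score of -3 or lower, scaled per plate to the spread of control and sample wells; inactive = z-score above -3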;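 note: negative z-score means lost luminescence so less FERM oligomerization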
PLAP act – human PLAP activation | P05187 | purified PLAP enzyme, luminescent substrate read-out; hits give high values | activation fold at 20 µM | 96,000 tested, 1.2% active; in the data active = activation fold above about 2
CYP2C19 inhib – human CYP2C19 inhibition; CYP2C19 Supersomes, luciferin-H EGE luminescence, 30 min; P33261; 96,000 tested, 21% active; inhibition, % at 5 µM; AID 778;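 active = CYP2C19 inhibition above a set limit at 5 µM in the primary screen, cut at about 50% in these data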;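 note: plate controls were negative control wells for no effect and 2.5 mM tranylcypromine positive control for full effect; values of inactives mirror those of a sister screen read the other way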
Ecoli WT expand – blocks growth of wild type E. coli BW25113; growth inhibition, % at 100 µM; OD600 absorbance; 98,000 tested, 0.15% active;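 active = growth inhibition above about 50% at one test dose, limit read from the data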;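 note: growth measured after 20 h incubation at 37 °C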
* marks the source's active call; other numbers are inactive results; . = no result given.

SMILES | CYP2C19 activ | PostGolgi yeast | EphB4 antag | CYP2C9 activ | CYP2C9 inhib | Pyk2 oligo antag | PLAP act | CYP2C19 inhib | Ecoli WT expand
N#Cc1cn(CC(=O)N2CCCC2)c2ccccc12 | 0.8 | 2 | -3 | 0.9 | 13 | 0.43 | 0.9 | 24 | -5
O=C(NCc1cccs1)N[C@@H](Cc1ccccc1)C(=O)O | 0.9 | -2 | -8 | 0.9 | 6 | -0.36 | 1.1 | 8 | -1
CCCc1cc(=O)[nH]c(SCC(=O)c2cc(C)n(C)c2C)n1 | 0.6 | -7 | 2 | 0.8 | 25 | 0.01 | 1 | 44 | -5
Cc1ccc(C)c(C(=O)n2cnnc2N)c1 | 1.1 | 3 | 1 | 1.2 | -20 | 0.48 | 1.4 | -7 | 5
O=C(OCc1ccccc1)N1CCOCCOCCN(C(=O)OCc2ccccc2)CCOCCOCC1 | 0.7 | 1 | 3 | 0.2 | 84* | -0.12 | 1.4 | 27 | 1
Cc1cccc(CC(=O)Nc2cc(=O)n(C)c(=O)n2C)c1 | 0.9 | 8 | . | 0.9 | 10 | . | 1.1 | 7 | 1
Cn1c(=O)c2[nH]cnc2n(-c2ccccc2)c1=O | 1.2 | 10 | 6 | 1.2 | -22 | 0.61 | 1 | -22 | -12
CN(CCCNC(=O)c1cn(C)c2ccc(S(=O)(=O)N(C)C)cc2c1=O)c1ccccc1 | 0.8 | 2 | 5 | 0.4 | 60* | . | 1.3 | 23 | 2
CCC(=O)Nc1ccc(C(=O)Nc2cc(C)on2)cc1 | 0.9 | -2 | 3 | 0.9 | 8 | -0.42 | 0.9 | 15 | -10
Nc1nncn1C(=O)CCCOc1ccccc1 | 0.8 | 7 | 3 | 0.9 | 7 | 2 | 1.1 | 18 | -1
Cc1ccc(SC(C)C(=O)NCC(C)C)cc1 (stereo not drawn) | 0.7 | 4 | 2 | 0.7 | 29 | 0.8 | 0.9 | 35 | 0
O=C(CCNc1n[nH]c(=O)[nH]c1=O)N1CCCCC1 | 1.1 | 6 | -4 | 1 | -1 | 0.4 | 0.9 | -11 | 0
O=C(COc1ccc(Cl)cc1)NCc1nnc(SCC(=O)c2ccccc2)o1 | 1 | 9 | -2 | 1.1 | -9 | 1 | 1.2 | 2 | -4
CC(C)CNC(=O)COC(=O)c1cc(Cl)cc(Cl)c1N | 0.3 | -3 | 1 | 1.9 | -94 | -0.03 | 0.8 | 66* | -11
COc1ccc(C(=O)Nc2oc(-c3ccccc3)c(-c3ccccc3)c2C#N)cc1 | 0.5 | -17 | 1 | 0.2 | 77* | -2.9 | 1.4 | 47 | -17
CCOc1ccc(N(CC(=O)NC2CCCC(C)C2C)S(=O)(=O)c2c(C)noc2C)cc1 (stereo not drawn) | 0.9 | -5 | . | 0.8 | 18 | . | 0.9 | 6 | -2
O=C(c1cn(-c2ccccc2)nc1-c1cccnc1)N1CCCCC1 | 0.6 | 2 | -8 | 0.5 | 52* | 0.05 | 1.4 | 41 | 3
Cc1cc(C)nc(NC(=O)CSc2nc3ccccc3o2)n1 | 0.4 | -1 | 3 | 0.8 | 19 | 0.42 | 1.4 | 63* | 3
CC(=O)c1c(C)[nH]c(C(=O)OCC(=O)Nc2cc(C(F)(F)F)ccc2N2CCOCC2)c1C | 0.7 | 5 | 0 | 0.4 | 58* | 0.96 | 1.5 | 35 | 3
O=C(Nc1cccc(F)c1)C1CCN(C(=O)c2ccccc2Cl)CC1 | 0.5 | 8 | -2 | 0.6 | 44 | 0.34 | 1.3 | 45 | 2
O=C(Nc1ccncc1)C1CC1c1ccccc1 (stereo not drawn) | 0 | -5 | -4 | 0.2 | 84* | 0.97 | 0.8 | 97* | 5
COc1ccc(NC(=O)C2=C(C)NC(=O)NC2c2cccc(OC)c2OC)c(OC)c1 (stereo not drawn) | 0.8 | -5 | 1 | 0.7 | 26 | 1.2 | 1.6 | 24 | -2
CCOC(=O)CNC(=O)CCNS(=O)(=O)c1ccc2c(c1)c(=O)n(C)c(=O)n2C | 0.9 | 0 | -6 | 0.8 | 23 | 1.3 | 1 | 11 | 1
CCCCNC(=O)CCc1c(C)nc2nc(-c3cc(OC)cc(OC)c3)nn2c1C | 0.7 | 2 | 4 | 1 | 0 | -0.35 | 1.7 | 28 | -12
CC(c1ccco1)N(Cc1ccco1)C(=O)Nc1ccccc1 (stereo not drawn) | 0.7 | 3 | -4 | 0.8 | 16 | 1.1 | 1.2 | 27 | 7
O=C(NC1CCCCC1)C(c1ccccn1)N(C(=O)Cc1cccs1)c1ccc(Cl)cc1 (stereo not drawn) | 0.6 | -1 | -5 | 0.5 | 48 | -0.64 | 1.1 | 36 | -2
O=c1cc(-c2ccccc2)[nH]c2ccccc12 | 1 | -7 | -2 | 1 | 4 | 1.4 | 0.9 | -5 | 17
CCOC(=O)c1c(C)c(C(=O)NCc2cccnc2)c(C)n1CC | 0.3 | -9 | . | 0.4 | 60* | -0.12 | 1.2 | 70* | -5
O=C1CC(c2cc3c(cc2Br)OCO3)C2=C(CCCC2=O)N1 (stereo not drawn) | 0.8 | 4 | 5 | 0.8 | 16 | -0.52 | 0.8 | 16 | 0
O=C1CCc2cc(S(=O)(=O)N3CCN(c4ccccc4F)CC3)ccc2N1 | 0.7 | 24 | 7 | 0.7 | 34 | -0.52 | 0.8 | 30 | 3
CC(NC(=O)CSc1nc2ccccc2c(=O)n1CCCO)c1ccccc1 (stereo not drawn) | 0.3 | -1 | -2 | 0.1 | 90* | 0.61 | 1.5 | 72* | -9
O=[N+]([O-])c1ccc(NC(=S)N/C(=N/CS(=O)(=O)c2ccccc2)c2ccccc2)cc1 | 0.7 | 3 | -2 | 0.4 | 58* | -0.4 | 0.8 | 29 | 24
Cc1nn(C)c(C)c1CN(C)C(=O)c1cc2nc(-c3ccco3)cc(C(F)(F)F)n2n1 | 1 | 2 | 6 | 0.9 | 15 | -0.91 | 1.3 | -2 | 5
CN(C)c1nc(NCc2ccccc2)nc(SCC(=O)Nc2ccc(Cl)c(Cl)c2)n1 | 0.5 | 0 | -2 | 0.1 | 86* | 0.51 | 1.3 | 48 | -13
O/N=C(\c1ccc2c(c1)OCCO2)C1CCCCC1 | 0.5 | 9 | 0 | 0.6 | 35 | -2.1 | 0.9 | 50 | -4
Clc1ccc2[nH]c3c(NCCN4CCOCC4)ncnc3c2c1 | 1.1 | 15 | . | 1.1 | -15 | 0.64 | 1 | -10 | 14
COc1ccc(S(=O)(=O)n2nc(OC(=O)c3ccccc3Br)cc2N)cc1 | 0.6 | -2 | 12 | 0.1 | 93* | 0.6 | 0.9 | 45 | 3
O=C(O)C1CC=CCC1C(=O)NCCc1ccccc1 (stereo not drawn) | 1.1 | -6 | -8 | 1.2 | -21 | 0.28 | 0.7 | -9 | -3
C=CCN(Cc1cc(OC)ccc1OC)S(=O)(=O)N(C)C | 0 | 0 | 3 | 0.4 | 64* | 0.44 | 1.1 | 96* | 4
Cc1cc(NC(=O)Cn2nc(C(F)(F)F)c3c2CCCC3)no1 | 0.9 | -7 | -3 | 0.9 | 15 | 0.46 | 0.9 | 12 | 0
O=c1cc(N2CCOCC2)[nH]c(=O)n1-c1ccc(Cl)cc1 | 1.1 | -7 | -9 | 1.1 | -9 | . | 0.9 | -12 | 2
O=C(CCN1C(=O)c2ccccc2C1=O)Nc1ccc(-c2cn3ccsc3n2)cc1 | 1.1 | 0 | -4 | 1.1 | -7 | -0.18 | 1 | -11 | -1
O=C(CSc1nc2ccccc2c(=O)[nH]1)N1CCOCC1 | 1 | -6 | . | 0.6 | 37 | 0.48 | 1 | -1 | 6
CC(Cc1ccccc1)NC(=O)CSc1nc2nc3c(cc2c(=O)n1-c1ccccc1)COC(C)(C)C3 (stereo not drawn) | 1 | -4 | 8 | 0.9 | 8 | -0.94 | 1.5 | 0 | 7
Cc1noc2nc(-c3cccs3)cc(-c3nnc4n3CCCCC4)c12 | 1 | . | . | 0.9 | 14 | . | 1.1 | 2 | .
Cc1cc(C)n(S(=O)(=O)c2cc(C(=O)O)c(Cl)cc2Cl)n1 | 0.9 | . | 7 | 0.8 | 22 | 2.5 | 0.8 | 11 | .
O=C(CN1C(=O)NC2(CCCC2)C1=O)Nc1ccc(F)cc1 | 0.7 | -1 | -2 | 0.9 | 10 | -0.07 | 1 | 32 | 8
Cc1nn(Cc2ccccc2)c(C)c1NC(=O)c1cc2nc(-c3ccco3)cc(C(F)(F)F)n2n1 | 0.9 | 4 | 0 | 1 | 0 | -1.3 | 1.6 | 6 | -4
O=C(CCSc1nc(-c2ccco2)cc(C(F)(F)F)n1)NCc1ccccn1 | 0.2 | 3 | -2 | 0.3 | 69* | -0.13 | 1.5 | 78* | -3
Cc1nnc(SCC(=O)Nc2ccc3c(c2)OCCO3)n1N | 1 | -14 | -3 | 1 | -3 | 1.2 | 1 | -2 | 4
Cc1cccc(N2CCN(S(=O)(=O)c3cnc[nH]3)CC2)c1C | 0 | 2 | -5 | 0 | 97* | . | 1.8 | 98* | 3
Cc1ccccc1C(C(=O)NC1CCCC1)N(C(=O)Cc1cccs1)c1ccc2c(c1)OCCO2 (stereo not drawn) | 0.9 | -7 | -6 | 1 | 2 | -1.9 | 1.1 | 6 | 4
CON/C=C(\C=Nc1ccc(C(F)(F)F)cc1)c1ncc(C(F)(F)F)cc1Cl | 1.1 | 9 | 3 | 1 | 0 | 0.89 | 0.9 | -6 | -12
CC1CCN(C(=O)c2ccc(N(C)S(C)(=O)=O)cc2)CC1 | 1 | 5 | -6 | 1 | 3 | 0.85 | 1.1 | 4 | -2
CCOc1ccc(C=O)cc1CN1CCCCC1 | 1 | 1 | -3 | 0.9 | 13 | 0.29 | 0.9 | -3 | 4
Cc1nc(-c2ccccc2)sc1-c1nc(-c2cccnc2)ncc1S(=O)(=O)c1ccccc1 | 0.5 | 2 | -5 | 0.2 | 77* | -2.4 | 1.2 | 45 | -19
O=C1CC(c2ccccc2)C(=O)N1c1cccc(O)c1 (stereo not drawn) | 0.4 | -1 | 2 | 0.6 | 45 | 0.51 | 1.2 | 61* | -2

In a second layout: results already given.
Structure	CYP2C19 activ	PostGolgi yeast	EphB4 antag	CYP2C9 activ	CYP2C9 inhib	Pyk2 oligo antag	PLAP act	CYP2C19 inhib	Ecoli WT expand
O=C(CCN1C(=O)c2ccccc2C1=O)Nc1ccc(-c2cn3ccsc3n2)cc1	1.1	0	-4	1.1	-7	-0.18	1	-11	-1
O=C(CSc1nc2ccccc2c(=O)[nH]1)N1CCOCC1	1	-6	.	0.6	37	0.48	1	-1	6
CC(Cc1ccccc1)NC(=O)CSc1nc2nc3c(cc2c(=O)n1-c1ccccc1)COC(C)(C)C3 (stereo not drawn)	1	-4	8	0.9	8	-0.94	1.5	0	7
Cc1noc2nc(-c3cccs3)cc(-c3nnc4n3CCCCC4)c12	1	.	.	0.9	14	.	1.1	2	.
Cc1cc(C)n(S(=O)(=O)c2cc(C(=O)O)c(Cl)cc2Cl)n1	0.9	.	7	0.8	22	2.5	0.8	11	.
O=C(CN1C(=O)NC2(CCCC2)C1=O)Nc1ccc(F)cc1	0.7	-1	-2	0.9	10	-0.07	1	32	8
Cc1nn(Cc2ccccc2)c(C)c1NC(=O)c1cc2nc(-c3ccco3)cc(C(F)(F)F)n2n1	0.9	4	0	1	0	-1.3	1.6	6	-4
